HTT aggregate: inhibitors of mutant huntingtin aggregate formation in PC12 cells; PC12 HttQ103-GFP aggregates, Acumen cytometry, 40 h; actives 1.1% (n = 220,000); Potency, µM (top dose mostly 46.1 µM), for inactives: at the top dose activity change, negative = inhibition, actives largely listed as inhibitors; further: potency means the concentration at half of the fitted maximal effect; on the % scale 0 is the no-effect control and ±100 the full control effect; nearly all actives have a fitted effect of over 60% in size
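Aggregates are detected as GFP objects 1–25 µm with signal 6 STDEV over background in lysates of induced PC12 cells. These carry Huntingtin exon 1 with 103 glutamines fused to GFP under an ecdysone promoter; compounds titrated.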
CBFb RUNX1 block: blocks binding between human CBF-beta and RUNX1 | Q01196+Q13951 | Potency, µM (doses to about 59.8 µM), inactives show top-dose activity, negative = inhibition, usual class: inhibitors | AlphaScreen CBFb-His/RUNX1-biotin binding, biochemical | 230,000 tested, under 10 active; further: % of control where 0% means no effect
Target sequence (Q01196 whole entry, looked up): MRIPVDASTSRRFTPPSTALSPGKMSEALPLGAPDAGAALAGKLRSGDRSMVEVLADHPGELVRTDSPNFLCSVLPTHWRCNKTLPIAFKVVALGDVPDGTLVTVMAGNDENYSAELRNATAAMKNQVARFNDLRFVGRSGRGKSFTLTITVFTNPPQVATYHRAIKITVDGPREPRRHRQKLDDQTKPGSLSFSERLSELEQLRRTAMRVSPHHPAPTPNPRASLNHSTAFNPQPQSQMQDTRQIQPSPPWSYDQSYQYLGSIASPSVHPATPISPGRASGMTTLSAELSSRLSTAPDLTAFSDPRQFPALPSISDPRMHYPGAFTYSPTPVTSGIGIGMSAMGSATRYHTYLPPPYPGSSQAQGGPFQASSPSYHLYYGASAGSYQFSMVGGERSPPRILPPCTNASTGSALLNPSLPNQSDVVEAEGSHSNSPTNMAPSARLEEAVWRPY
Target sequence (Q13951 whole entry, looked up): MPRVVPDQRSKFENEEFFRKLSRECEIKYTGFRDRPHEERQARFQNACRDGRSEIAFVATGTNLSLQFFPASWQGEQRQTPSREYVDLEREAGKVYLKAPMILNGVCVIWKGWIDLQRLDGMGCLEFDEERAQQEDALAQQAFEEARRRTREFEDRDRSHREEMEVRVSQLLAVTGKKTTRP
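Room-temperature protein-protein interaction test with 30 nM each of His-tagged CBF-beta and biotinylated RUNX1, 15 min with compound, then 90 min with nickel plus streptavidin beads. Signal read in AlphaScreen mode.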
HTT cytoprotect: protects HTT-Q103 PC12 cells, measured by ATP | actives 0.14% (n = 230,000) | PC12 HTT-Q103 induced, cytoprotection, ATP luminescence, 40 h | Potency, µM (doses to about 56.4 µM), without a hit: cytoprotection (ATP increase), hits mostly activators;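 further: potency means the concentration at half of the fitted maximal effect; % of control where 0% means no effect; nearly all actives have a fitted effect of over 45% in size; toxic huntingtin expression switched on by the ecdysone agonist tebufenozide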
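Readout: ATPlite luminescence (ATP level). Model: stable PC12, inducible Htt exon1 Q103-GFP. Inducer: tebufenozide, 100 nM final. Compounds: dose series. No G418 in medium.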
aGlu spleen mod: inhibits or activates alpha-glucosidase in human spleen homogenate | P10253 | AID 2112 | human spleen homogenate, 4-MU-alpha-glucoside fluorescence | Potency, µM (top dose mostly 79.9 µM), without a hit: at the top dose activity change, negative = inhibition, actives largely listed as inhibitors | actives 0.006% (n = 240,000);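 further: potency means the concentration at half of the fitted maximal effect; 0% = enzyme with vehicle and -100% = no enzyme basal signal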
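Human spleen homogenate (1 ug) incubated with compounds and 1 mM 4-methylumbelliferyl-alpha-D-glucopyranoside in pH 5.0 citrate/phosphate buffer, 37 C, 40 min. Stopped at pH 10; 4-MU fluorescence (Ex 365/Em 440 nm); AC50 by Hill fit.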
GAA inh: inhibitors of human lysosomal alpha-glucosidase; Potency, µM (series often up to 76.9 µM), without a hit: at the top dose activity change, negative = inhibition, actives largely listed as inhibitors; AID 1466; actives 0.005% (n = 200,000); purified human GAA, 4-MU-alpha-glucoside fluorescence; P10253;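 further: potency means the concentration at half of the fitted maximal effect; plate controls were uninhibited enzyme wells for no effect and no-enzyme background for full effect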
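qHTS format, compound range up to 77 uM. Human lysosomal enzyme at 4 nM, 400 uM 4-MU glucoside substrate, pH 5.0, 20 min room temperature; fluorescence after alkaline stop gives activity normalized to controls.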
GAA glycogen mod: GAA glycogen-cleavage inhibition or activation | recombinant GAA, glycogen substrate, Amplex Red glucose oxidase fluorescence | actives 0.38% (n = 300,000) | AID 2100 | P10253 | Potency, µM (series often up to 76.4 µM), without a hit: at the highest dose activity change, negative = inhibition, most hits filed as inhibitors;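 further: potency means the concentration at half of the fitted maximal effect; 0% = full enzyme reaction and -100% = no-enzyme basal signal; the screen sought inhibitors and activators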
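Natural-substrate format: glycogen cleavage by 4 nM human enzyme, glucose read by Amplex Red coupling (Ex 573, Em 610 nm). Normalized to enzyme and no-enzyme controls.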
Lamin A splicing: LMNA splicing modulation. AID 1487. HeLa LMNA splicing GFP/RFP minigene ratio, 48 h. Potency, µM (series often up to 46.1 µM), for inactives: at the top dose ratio change, negative = inhibition, most hits filed as inhibitors. actives 0.01% (n = 200,000); active means well fitted inhibition curve with a large enough effect in the signal ratio, with a control signal flat, not every such curve was filed as active; inconclusive means small, poorly fitted or top-dose-only effect, or effect the other way, or a change in a side signal; the % refers to the signal ratio; further: potency means the concentration at half of the fitted maximal effect; on the % scale 0 is the no-effect control and ±100 the full control effect
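S3 HeLa stable clones carrying a lamin A-EGFP splicing minigene plus DsRed2 were seeded at 600 cells/well in Opti-MEM with 2% FBS, pin-dosed and incubated 48 h at 37°C. Acumen cytometry (488 nm) gave the GFP/RFP total-intensity ratio.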
The depositor's hits bear a star; & = joins results of further samples; [ ] = dose if it differs, or a comment. Unless noted, the call rests on the fitted dose curve; in most records, active means well fitted curve in the direction sought with a large enough effect; inconclusive means small, poorly fitted or top-dose-only effect, or another doubt; inactive means no such curve, though single readings can be large; an effect the other way counts as inactive or inconclusive.

What do the screens show for `Cc1cccn2c(=O)c3cc(C(N)=S)c(=N)n(CCCN4CCOCC4)c3nc12`?
HTT aggregate: 15%; CBFb RUNX1 block: 1%; HTT cytoprotect: -34%[inhibitor]; aGlu spleen mod: 16%; GAA inh: 0%; GAA glycogen mod: 1%; Lamin A splicing: inconclusive

What do the screens show for `O=C(c1cc(-c2cccc(O)c2)on1)N1CCc2ccccc2C1`?
HTT aggregate: -27%; CBFb RUNX1 block: 10%; HTT cytoprotect: 21%[10 µM]; aGlu spleen mod: 1%; GAA inh: -8%; GAA glycogen mod: -3%; Lamin A splicing: -7%

What do the screens show for `COc1ccc(-c2nc(C#N)c(N3CCc4ccccc4C3)o2)cc1OC`?
HTT aggregate: -26%; CBFb RUNX1 block: inconclusive; HTT cytoprotect: -37%; aGlu spleen mod: -5%; GAA inh: inconclusive; GAA glycogen mod: 1%; Lamin A splicing: 13%

How did O=C(NC12CC3CC(CC(C3)C1)C2)N1CCN(C(=O)c2ccco2)CC1 do in these assays?
HTT aggregate: 11%; CBFb RUNX1 block: 13%; aGlu spleen mod: -7%; GAA inh: -31%; GAA glycogen mod: 12%

Results for O=C(CCC(=O)N(CC(=O)NC1CCCCC1)Cc1cccs1)Nc1ccccn1 ?
HTT aggregate: 4%; CBFb RUNX1 block: 1%; HTT cytoprotect: -9%; aGlu spleen mod: 1%; GAA inh: 5%; GAA glycogen mod: 4%

Results for COC(=O)[C@@]1(Cc2ccc(F)cc2)[C@H]2c3cc(C(=O)N(C)C)n(Cc4ccc(OC)c(OC)c4)c3C[C@H]2CN1C(=O)c1ccccc1 ?
HTT aggregate: 5%; CBFb RUNX1 block: 9%[2.36 µM]; HTT cytoprotect: inconclusive; aGlu spleen mod: 0%&4%; GAA inh: inconclusive; GAA glycogen mod: 1%; Lamin A splicing: inconclusive

Results for O=c1c2ccccc2c(-c2cccc(C(F)(F)F)c2)nn1-c1ccccc1 ?
HTT aggregate: -17%[9.22 µM]; CBFb RUNX1 block: 16%; HTT cytoprotect: -15%[10 µM]; aGlu spleen mod: -3%; GAA inh: -2%; GAA glycogen mod: -1%; Lamin A splicing: inconclusive

What do the screens show for `CC1=CC(=C2C(=O)c3ccccc3C2=O)C=C(C)O1`?
HTT aggregate: 4%; CBFb RUNX1 block: -1%; HTT cytoprotect: 2%; aGlu spleen mod: -6%; GAA inh: -7%; GAA glycogen mod: 1%; Lamin A splicing: -1%

How did CCC(OC(=O)c1nsc(Cl)c1Cl)C(=O)NC(C)(C)CC (centres undefined) do in these assays?
HTT aggregate: -1%[9.22 µM]; CBFb RUNX1 block: 5%; HTT cytoprotect: 13%[10 µM]; aGlu spleen mod: -1%; GAA inh: inconclusive; GAA glycogen mod: 12%; Lamin A splicing: inconclusive

How did Cc1onc(-c2ccccc2Cl)c1C(=O)Nc1ccc(N2CCOCC2)cc1 do in these assays?
HTT aggregate: 9%; CBFb RUNX1 block: -7%; HTT cytoprotect: 12%; aGlu spleen mod: 2%; GAA inh: inconclusive; GAA glycogen mod: 5%; Lamin A splicing: 5%

How did CS(=O)(=O)N1CCN(C(=O)c2ccc(F)cc2)CC1 do in these assays?
HTT aggregate: -6%; CBFb RUNX1 block: 5%; HTT cytoprotect: -8%[10 µM]; aGlu spleen mod: -1%; GAA inh: -1%; GAA glycogen mod: 6%; Lamin A splicing: 0%

What do the screens show for `CCCC(=O)NC(=S)Nc1nc(-c2ccc(OC)cc2)cs1`?
HTT aggregate: -9%; CBFb RUNX1 block: 4%; HTT cytoprotect: 0%[10 µM]; aGlu spleen mod: -4%; GAA inh: -4%; GAA glycogen mod: 2%; Lamin A splicing: -16%

How did CCOC(=O)c1cc(C)sc1/N=C/C1C(=O)CC(C)(C)CC1=O do in these assays?
HTT aggregate: 0%; CBFb RUNX1 block: 3%; aGlu spleen mod: -3%; GAA inh: 2%; GAA glycogen mod: 6%; Lamin A splicing: -2%

What do the screens show for `O=C(NCC1CCCO1)c1ccccc1NC(=O)c1cccc2ccccc12` (centres undefined)?
HTT aggregate: 13%; CBFb RUNX1 block: 1%; HTT cytoprotect: -10%; aGlu spleen mod: 7%; GAA inh: -12%; GAA glycogen mod: -5%; Lamin A splicing: 1%

Results for Cc1cc(C)cc(NC(=O)Cn2c(SCc3cc(C)ccc3C)nc3ccncc32)c1 ?
HTT aggregate: -12%; CBFb RUNX1 block: -2%[2.36 µM]; aGlu spleen mod: 2%; GAA inh: -3%; GAA glycogen mod: 3%; Lamin A splicing: 8%

How did COc1ccccc1C(=O)Nc1ccc2c(c1)OCCO2 do in these assays?
HTT aggregate: 1%; CBFb RUNX1 block: -1%; HTT cytoprotect: -98%[inhibitor][10 µM]; aGlu spleen mod: 4%; GAA inh: 2%; GAA glycogen mod: 3%; Lamin A splicing: -3%

How did CC1(C)CC(=O)C(C=NCCN2CCN(C(=O)c3ccc(Br)cc3)CC2)=C(O)C1 do in these assays?
HTT aggregate: 4%; CBFb RUNX1 block: -20%; HTT cytoprotect: 6%[10 µM]; aGlu spleen mod: 2%; GAA inh: 4%; GAA glycogen mod: 3%; Lamin A splicing: -8%

How did CCOC(=O)C(NCc1ccc2c(c1)OCO2)(NC(=O)c1ccccc1)C(F)(F)F (centres undefined) do in these assays?
HTT aggregate: 17%; CBFb RUNX1 block: 0%; HTT cytoprotect: -2%; aGlu spleen mod: -8%; GAA inh: 0%; GAA glycogen mod: -7%; Lamin A splicing: -1%[0.0737 µM]

How did CC(=O)NS(=O)(=O)c1ccc(N=c2ssc3c2-c2cc(C)ccc2NC3(C)C)cc1 do in these assays?
HTT aggregate: inconclusive; CBFb RUNX1 block: -15%; HTT cytoprotect: 6%[10 µM]; aGlu spleen mod: -2%; GAA inh: -4%; GAA glycogen mod: inconclusive; Lamin A splicing: 0%

How did CC(C)CN1CN(Cc2ccccc2)CNC1=S do in these assays?
HTT aggregate: -9%; CBFb RUNX1 block: 4%; HTT cytoprotect: 9%[10 µM]; aGlu spleen mod: -11%; GAA inh: -1%; GAA glycogen mod: -5%; Lamin A splicing: -8%

How did CCOc1ccccc1NC(=O)CSc1nnc(-c2cnccn2)n1C do in these assays?
HTT aggregate: 17%; CBFb RUNX1 block: 1%; HTT cytoprotect: 5%; aGlu spleen mod: 4%; GAA inh: -6%; GAA glycogen mod: 1%; Lamin A splicing: -2%

What do the screens show for `CC(=O)c1ccc(-c2nc3c4ccccc4ccn3c2C(C)=O)o1`?
HTT aggregate: -4%; CBFb RUNX1 block: -1%; HTT cytoprotect: -21%; aGlu spleen mod: -8%; GAA inh: 7%; GAA glycogen mod: 0%; Lamin A splicing: -12%

How did O=C(NC1CCCCCC1)C1CCN(S(=O)(=O)c2cnc[nH]2)CC1 do in these assays?
HTT aggregate: -12%; CBFb RUNX1 block: 5%; HTT cytoprotect: -9%; aGlu spleen mod: 1%; GAA inh: 0%; GAA glycogen mod: 2%; Lamin A splicing: inconclusive

How did Cc1ccc2cccc(O)c2[n+]1[O-] do in these assays?
HTT aggregate: 22%; CBFb RUNX1 block: 0%; HTT cytoprotect: -11%; aGlu spleen mod: -4%; GAA inh: -3%; GAA glycogen mod: 13%; Lamin A splicing: 4%

Results for O=C(NC12CC3CC(CC(C3)C1)C2)N1CCCC(CO)C1 (centres undefined) ?
HTT aggregate: -6%; CBFb RUNX1 block: -2%; HTT cytoprotect: 10%[10 µM]; aGlu spleen mod: -4%; GAA inh: -4%; GAA glycogen mod: -7%; Lamin A splicing: 2%

Results for Cn1c(SCC(=O)c2ccccc2)nnc1-c1cnccn1 ?
HTT aggregate: 16%; CBFb RUNX1 block: 0%; HTT cytoprotect: -11%; aGlu spleen mod: -2%; GAA inh: -10%; GAA glycogen mod: 2%; Lamin A splicing: -8%

What do the screens show for `COCC(O)CSc1c([N+](=O)[O-])nc(C)n1Cc1ccc(OC)c([N+](=O)[O-])c1` (centres undefined)?
HTT aggregate: -5%; CBFb RUNX1 block: 2%; HTT cytoprotect: -5%[1.9 µM]; aGlu spleen mod: -6%; GAA inh: -7%; GAA glycogen mod: -3%; Lamin A splicing: -7%

What do the screens show for `COc1ccc2c(c1)C(=O)[C@H](OC(=O)N[C@H]1CCCc3ccccc31)[C@@H](c1ccc(OC)c(Br)c1)O2`?
CBFb RUNX1 block: -10%; HTT cytoprotect: 26%; aGlu spleen mod: -6%

An excerpt from above in order of molecular weight, lowest first:
What do the screens show for `O=C(c1cc(-c2cccc(O)c2)on1)N1CCc2ccccc2C1`?
HTT aggregate: -27%; CBFb RUNX1 block: 10%; HTT cytoprotect: 21%[10 µM]; aGlu spleen mod: 1%; GAA inh: -8%; GAA glycogen mod: -3%; Lamin A splicing: -7%

How did O=C(NC12CC3CC(CC(C3)C1)C2)N1CCN(C(=O)c2ccco2)CC1 do in these assays?
HTT aggregate: 11%; CBFb RUNX1 block: 13%; aGlu spleen mod: -7%; GAA inh: -31%; GAA glycogen mod: 12%

What do the screens show for `O=C(NCC1CCCO1)c1ccccc1NC(=O)c1cccc2ccccc12` (centres undefined)?
HTT aggregate: 13%; CBFb RUNX1 block: 1%; HTT cytoprotect: -10%; aGlu spleen mod: 7%; GAA inh: -12%; GAA glycogen mod: -5%; Lamin A splicing: 1%

What do the screens show for `Cc1cccn2c(=O)c3cc(C(N)=S)c(=N)n(CCCN4CCOCC4)c3nc12`?
HTT aggregate: 15%; CBFb RUNX1 block: 1%; HTT cytoprotect: -34%[inhibitor]; aGlu spleen mod: 16%; GAA inh: 0%; GAA glycogen mod: 1%; Lamin A splicing: inconclusive
